hgDAF12 agonist: H. glycines DAF-12 receptor agonists, primary screen, cell-based, luminescence, HEK293, GAL4 fusion, UAS-luciferase. Nuclear hormone receptor DAF-12 (Heterodera glycines), GAL4 fusion. HEK293 GAL4-hgDAF12 UAS-luciferase reporter, agonist luminescence; normalized to butyrate control. activation, % at 6.8 µM. actives 1.8% (n = 370,000);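 active = activation above a cutoff set at the mean of all screened compounds plus 3 SD, cut at about 10% in these data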;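 also: 0% = DMSO wells and 100% = sodium butyrate wells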
NR1D1 modulator: modulators of Rev-erb alpha DNA binding, primary screen, biochemical, FITC-DNA, fluorescence polarization, uHTS; Rev-erbα–FITC-DNA binding, 90 min; activity, % at 10 µM; actives 0.79% (n = 370,000); AID 1259318, 2017;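 active = activity above about 14%, limit read from the data; passing the limit was not always enough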;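 also: 0% = DMSO wells with 35 nM protein and 100% = DMSO wells with 750 nM protein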
hcDAF12 agonist: H. contortus DAF-12 nuclear receptor activators, primary screen, cell-based, luminescence, HEK293, lit1-tk-luc reporter; HEK293 hcDAF-12 lit1-tk-luc reporter; 0% DMSO, 100% Δ7-dafachronic acid; activation, % at 6.8 µM; actives 1.4% (n = 370,000); AID 652067, 2013;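 active = activation above the mean of all tested compounds plus 3 SD, cut at about 5.5% in these data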;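 also: 100% = response to 3 µM Δ7-dafachronic acid high control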
SMARCA2 act: SMARCA2 (BRM) function activators, primary screen, cell-based, luminescence, high throughput; MG213 cells, MMTV-luciferase reporter, dexamethasone, overnight; activation, % at 9.1 µM; actives 1% (n = 370,000); in the data active = activation above about 7.8%;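 also: 0% = vehicle wells and 100% = reference activator wells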
PLC-gamma1 inh: PLC-gamma1 enzyme inhibitors, primary screen, biochemical, fluorescence, purified enzyme. 1-phosphatidylinositol 4,5-bisphosphate phosphodiesterase gamma-1 (Homo sapiens), P19174. fluorogenic substrate. inhibition, % at 12.2 µM. actives 0.84% (n = 370,000). AID 720700, 2013; in the data active = inhibition above about 9.5%
ssDAF12 agonist: S. stercoralis DAF-12 nuclear receptor activators, primary screen, cell-based, luminescence, HEK293, GRIP1 co-expression, lit1-tk-luc; Nuclear hormone receptor DAF-12 (Strongyloides stercoralis); HEK293 ssDAF-12/GRIP1 lit1-tk-luc reporter; % of 3 µM dafachronic acid response; activation, % at 6.8 µM; actives 1% (n = 370,000); AID 652126, 2013;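 active = activation above the mean over all tested compounds plus 3 SD, cut at about 0.9% in these data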;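 also: 0% = DMSO-only wells and 100% = 3 µM delta7-dafachronic acid wells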
DAX1 inh-1: DAX1 (NR0B1) inhibitors, primary screen, cell-based, HEK293, Gal4-DAX1, luciferase luminescence; HEK293 Gal4-DAX1 luciferase reporter; actives 0.99% (n = 340,000); AID 504766, 2011; inhibition, % at 6.75 µM; Nuclear receptor subfamily 0 group B member 1 (Homo sapiens), P51843;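 active = inhibition above the mean over all tested compounds plus 3 SD, cut at about 4.2% in these data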;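 also: 0% = DAX1-transfected cells with DMSO and 100% = empty-vector control cells with DMSO; inhibition shows as a rise in luminescence from relieved DAX1 repression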
ADAM17 inh: ADAM17 inhibitors, primary screen, biochemical, QFRET. recombinant ADAM17, EDANS/DABCYL FRET peptide cleavage. actives 0.83% (n = 370,000). inhibition, % at 6.95 µM. AID 720648, 2013;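 active = inhibition above the mean of compounds lying between control limits plus 3 SD, set per campaign, cut at about 8.5% in these data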;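 also: 0% = DMSO-only wells as the low control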
Target sequence (P78536 215-824 limits assumed): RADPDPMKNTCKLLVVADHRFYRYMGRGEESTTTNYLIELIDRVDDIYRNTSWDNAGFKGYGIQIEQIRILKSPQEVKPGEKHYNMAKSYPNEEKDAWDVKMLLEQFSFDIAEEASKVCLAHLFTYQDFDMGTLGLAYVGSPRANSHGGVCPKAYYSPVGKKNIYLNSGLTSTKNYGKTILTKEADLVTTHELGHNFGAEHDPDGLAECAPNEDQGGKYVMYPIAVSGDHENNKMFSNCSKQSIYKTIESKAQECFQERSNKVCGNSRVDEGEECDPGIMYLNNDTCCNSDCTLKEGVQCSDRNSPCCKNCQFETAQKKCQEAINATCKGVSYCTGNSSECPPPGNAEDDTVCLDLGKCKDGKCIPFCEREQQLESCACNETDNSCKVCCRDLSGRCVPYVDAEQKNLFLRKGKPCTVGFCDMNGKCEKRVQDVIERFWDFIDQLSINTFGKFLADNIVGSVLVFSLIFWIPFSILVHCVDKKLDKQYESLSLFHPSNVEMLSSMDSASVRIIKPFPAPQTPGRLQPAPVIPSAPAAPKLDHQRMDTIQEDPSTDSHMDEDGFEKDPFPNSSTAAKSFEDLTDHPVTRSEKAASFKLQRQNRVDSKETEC
MBD2 DNA inh: inhibitors of MBD2 binding to methylated DNA, primary screen, biochemical, TR-FRET, DNA-binding domain, human; MBD2 binding to methylated oligonucleotide; Methyl-CpG-binding domain protein 2 (Homo sapiens), Q9UBB5; actives 0.31% (n = 370,000); inhibition, % at 4.4 µM; in the data active = inhibition above about 13%
Target sequence (Q9UBB5 whole entry, looked up, the tested form may be a part): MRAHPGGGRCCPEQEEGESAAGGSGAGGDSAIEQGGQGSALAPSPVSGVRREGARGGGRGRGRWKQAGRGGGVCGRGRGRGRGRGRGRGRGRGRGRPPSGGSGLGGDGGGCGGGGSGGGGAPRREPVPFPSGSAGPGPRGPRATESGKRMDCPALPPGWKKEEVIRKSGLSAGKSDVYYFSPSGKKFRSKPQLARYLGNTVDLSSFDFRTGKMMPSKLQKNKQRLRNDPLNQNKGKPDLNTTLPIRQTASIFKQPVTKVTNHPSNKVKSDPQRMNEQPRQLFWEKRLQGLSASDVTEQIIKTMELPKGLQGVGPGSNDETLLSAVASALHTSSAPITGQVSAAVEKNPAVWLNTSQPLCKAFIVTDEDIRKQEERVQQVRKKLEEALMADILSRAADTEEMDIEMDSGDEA
PLCb3 inh: human PLC-beta3 inhibitors, primary screen, biochemical, fluorescence; Purified PLC-beta3, fluorogenic substrate; actives 0.18% (n = 370,000); inhibition, % at 12.2 µM; in the data active = inhibition above about 11%;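 also: 0% = median of compound wells on plate and 100% = full blocker control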
DAX1 inh-2: DAX1 (NR0B1) inhibitors on StAR promoter, primary screen, cell-based, luminescence, SF-1 (NR5A1), full-length DAX-1 | HEK293T StAR-luciferase reporter, SF-1/DAX-1 repression relief | inhibition, % at 6.8 µM | actives 1.1% (n = 370,000) | AID 652010, 2013;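 active = inhibition above the mean over all tested compounds plus 3 SD, cut at about 3.6% in these data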;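 also: 0% = DAX-1 cells with DMSO and 100% = cells lacking DAX-1 with DMSO; higher inhibition means more luminescence from relief of DAX-1 repression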
Starred values were filed as active, the others as inactive; . = not tested or not shown. Not a hit list, and some 7.4% of all compounds hit somewhere here.

Values in the order – hgDAF12 agonist, DAX1 inh-1, hcDAF12 agonist, PLCb3 inh, PLC-gamma1 inh, NR1D1 modulator, SMARCA2 act, ssDAF12 agonist, DAX1 inh-2, ADAM17 inh, MBD2 DNA inh
- CCC(C)NC(=O)Cn1c(=O)n(CCCC(=O)NCc2ccccc2Cl)c(=O)c2ccccc21 (stereo not given)
  4.2, -0.5, 0.2, 6, 3, -4, 3, -1.1, 0.3, -1, -3
- O=C(O)c1ccc(-c2noc(-c3ccccc3C(F)(F)F)n2)cc1
  4.1, 0.4, 0.3, 0, 0, -1, 6, -0.5, 1.1, -2, 1
- O=C(C[n+]1ccccc1)Nc1nc2ccccc2s1
  0.4, 3.9, 1.9, 6, 2, -2, -3, 0.6, 0.7, 9.4*, 4
- CCC(=NNS(=O)(=O)c1ccc(C)cc1)c1ccccc1
  0.1, -0.5, -1.2, 2, 2, 0, 1, -1.0, -1.5, -1, 0
- COc1ccc(OCCOC(=O)CNC(=O)c2ccc(Cl)cc2Cl)cc1
  3.9, 1.5, -0.8, -8, 1, -2, -2, -1.2, 0.8, -4, 3
- O=C(COC(=O)CCCNC(=O)c1ccc(Cl)cc1)NCc1ccccc1Cl
  0.1, -0.3, -1.6, 0, 4, 1, -1, -1.1, -1.2, -2, 3
- COc1ccc(-c2nsc(C(=O)N(c3ccc(F)cc3)C(C(=O)NC3CCCC3)c3ccc(OC)cc3)c2N)cc1 (stereo not given)
  -1.7, 0.5, -0.8, 0, -2, -3, 0, -0.4, 1.6, -5, 0
- CC(C)(C)c1ccc(COC(=O)CNC(=O)CNC(=O)Cc2ccccc2)cc1
  -0.6, -0.4, 1.1, 1, 3, 0, 1, -1.5, 0.1, 3, -5
- COc1ccccc1NC(=O)CSc1nnnn1-c1ccc(C(=O)O)cc1
  -2.0, -0.8, 0.7, -6, 0, -1, -3, -1.3, -0.6, -5, 1
- Cc1cc(N2CCN(C/C=C/c3ccccc3)CC2)n2ncnc2n1
  -5.1, -2.8, -3.2, 2, 1, -2, -5, -2.4, -2.6, -4, -5
- CC(C)C[C@H](NC(=O)N1c2ccccc2NC(=O)[C@@H]1C(C)C)C(=O)N[C@@H](Cc1ccccc1)C(=O)O
  -1.9, 3.9, -0.5, 6, 2, -5, 0, -1.0, -0.4, -1, 1
- CC(C)c1nnc(NC(=O)c2cccnc2)s1
  5.3, 0.8, 0.7, 2, -2, -2, 0, -0.8, 0.3, -4, 1
- O=C(Nc1ccc(Cl)cc1)C1Cc2c(-c3cccc(F)c3)ccnc2O1 (stereo not given)
  -1.3, ., -1.1, 6, 6, -4, -5, -1.7, -0.9, 7, 0
- Cc1onc(-c2ccccc2)c1C(=O)Nc1nnc(CC(C)C)s1
  -2.7, -0.5, -0.9, 1, 3, 4, 1, -0.5, 0.0, -1, -2
- CN1CCN(c2nc(-c3ccc(Cl)cc3)nc3ccccc23)CC1
  0.1, -0.9, 0.4, -2, -2, -1, 0, -1.2, 0.0, 4, -1
- CC(=O)c1cc(-c2ccccc2)n(CC(=O)NCc2cccs2)c1C
  -0.8, -1.1, -1.0, -1, 0, 14, 0, -1.6, -1.3, -2, 3
- CCN1CCN(c2ccc(NC(=O)c3cccnc3)cc2Cl)CC1
  1.6, 0.7, -0.8, 2, 0, -1, 1, 0.5, -0.1, -1, 2
- C[C@H](CO)N1C[C@H](C)[C@@H](CN(C)S(C)(=O)=O)Oc2ccc(NC(=O)NC3CCCCC3)cc2C1=O
  -0.3, -0.3, 0.4, 6, 7, 2, -2, -1.4, 1.2, 8, 1
- COc1cccc(C(O)c2ncc(-c3ccccc3Cl)[nH]2)c1 (stereo not given)
  5.8, ., -0.9, 4, 0, -2, 0, -0.6, 0.7, -1, -2
- Fc1cccc(Cc2c(-c3ccco3)nc3c(Cl)cc(C(F)(F)F)cn23)c1
  2.3, ., 2.3, -8, -10, -8, 3, -0.8, -2.0, -5, 4

Later entries
Values in the order – hgDAF12 agonist, DAX1 inh-1, hcDAF12 agonist, PLCb3 inh, PLC-gamma1 inh, NR1D1 modulator, SMARCA2 act, ssDAF12 agonist, DAX1 inh-2, ADAM17 inh, MBD2 DNA inh
- CCOC(=O)N1CCC(Nc2c(OCC)c(=O)c2=O)CC1
  -0.1, -0.9, 0.1, 1, 1, -1, -4, -1.4, 1.0, -3, -6
- COC(=O)c1cc(Cl)c(NS(=O)(=O)c2ccccc2)cc1OC
  1.6, 0.2, -0.3, -21, -14, -1, -3, -1.2, -0.2, -6, -2
- CC(C)(C)CC(=O)Nc1ccc(Nc2ccccc2)cc1
  6.0, 1.1, -0.5, 3, 1, 3, 2, -0.8, -0.6, -1, -4
- O=C(Cc1ccc(S(=O)(=O)N2CCOCC2)s1)N1CCN(S(=O)(=O)c2cccc(Cl)c2)CC1
  -1.0, -0.9, -1.1, -10, 0, -1, -5, -0.9, -0.1, 4, 5
- Cc1ccccc1/C=N/N1CCN(c2ccccc2)CC1
  1.3, 1.6, -1.1, 5, 3, -3, 3, -0.6, 1.4, -3, 3
- COC(=O)c1ccc(COc2cc(O)c3c(c2)OC(C)(C)CC3=O)cc1
  1.3, 0.5, -1.1, 0, 0, 4, 2, -1.0, 0.5, 1, -4
- Cc1cc(NS(=O)(=O)c2ccccc2)c([N+](=O)[O-])cc1C
  0.4, 0.0, -1.7, 7, 4, 6, -4, -1.3, -0.4, 6, -2
- COc1ccc(-n2cnnc2SCC(=O)Nc2cc(S(=O)(=O)N3CCCCC3)ccc2C)cc1
  -0.2, -1.6, -3.4, 2, 1, 2, -2, -0.9, -0.9, 0, -1
- CCOC(=O)N1CCN(C(=O)c2ccccc2NC(=O)c2ccc(OC)cc2)CC1
  0.5, 0.9, -2.7, 5, 1, -4, 3, -0.4, -1.1, -2, 1
- CCOC(=O)[C@H]1[C@H]2COc3ccc(Cl)cc3[C@@H]2N2C(=O)[C@@H](CO)NC(=O)[C@@]12C
  0.9, -0.6, -1.3, 1, 1, 1, 1, -0.5, -0.5, -5, -2
- COc1cccc(CN(C)C(=O)c2cccc(S(=O)(=O)N3CCN(c4ccccc4)CC3)c2)c1OC
  -6.5, -1.1, -4.3, -8, 5, -3, -5, -2.0, -6.4, 4, 6
- CC(C)(C)c1ccc(N/N=C(\C#N)S(=O)(=O)C(C)(C)C)cc1
  -4.2, -1.2, -1.1, 4, 1, 1, -1, -1.5, -0.7, -3, -7
- CCc1cccc(CC)c1C(O)c1cccnc1 (stereo not given)
  0.7, -0.1, -0.2, 5, 6, 2, -6, -0.6, 0.7, 6, 5
- O=C(c1ccc(=O)oc1)N1CCCc2ccccc21
  7.2, 1.1, 1.4, -42, -32, -11, 0, 0.6, 0.3, -11, 4
- O=C(Nc1cccnc1Cl)c1cc(-c2ccc(Br)cc2)on1
  -1.8, -0.9, -2.4, -8, -2, 23*, 1, -0.1, 0.1, -3, 4
- O=C(O)c1cccc(CN2C(=O)S/C(=C/c3cccc([N+](=O)[O-])c3)C2=O)c1
  0.3, 0.3, 0.3, -4, 2, 3, 2, -1.6, -0.3, 0, -6
- CC(=O)Nc1ccc(C(=O)CSc2nnc(C)o2)cc1
  0.0, -0.8, -2.0, 1, -2, 1, 1, -1.4, 0.4, -2, 0
- O=C(OCc1cn([C@@H]2CN(CC3CCCCC3)[C@@H](c3ccc(Cl)cc3)C[C@H]2O)nn1)c1ccccc1
  1.0, -0.4, 1.8, -8, 3, 3, -1, -1.3, 0.9, -1, 1
- CC1CCN(C(=O)COC(=O)c2cc3ccccc3cc2O)CC1
  3.5, 2.2, -1.8, -52, -41, 6, 6, -0.8, 0.1, 1, -6
- CCCCCNC(=O)C(c1ccc(-c2ccccc2)cc1)n1c(=O)c(-c2ccccc2)nc2ccccc21 (stereo not given)
  3.2, ., 1.8, 0, 2, 1, 1, -0.7, 1.7, -3, 0

(further entries)
Values in the order – hgDAF12 agonist, DAX1 inh-1, hcDAF12 agonist, PLCb3 inh, PLC-gamma1 inh, NR1D1 modulator, SMARCA2 act, ssDAF12 agonist, DAX1 inh-2, ADAM17 inh, MBD2 DNA inh
- Oc1ccc(/C=C/c2c(F)cccc2F)c2cccnc12
  -6.3, ., -3.7, -19, -13, -7, ., -1.9, ., 0, -1
- O=C(COC(=O)c1cc([N+](=O)[O-])ccc1N1CCOCC1)Nc1ccc(Cl)cc1
  -3.3, -0.1, -1.7, -6, 2, -1, 0, -1.2, -2.4, 6, -6
- CCn1c(SCc2ccc(F)cc2)nnc1C1CCN(S(=O)(=O)c2ccc(OC)cc2)CC1
  -2.7, 0.5, -2.0, 1, 1, 1, -4, -1.2, -0.5, 0, -2
- CC(C)(C)c1cc(N)n(-c2ccc(C(=O)O)cc2)n1
  -3.1, -1.5, -1.7, 0, 0, 0, -5, -1.3, 0.1, -2, -2
- CCc1ccccc1NC(=O)CN1CCN(C(=O)C(C)NC(=O)c2ccc(Cl)cc2)CC1 (stereo not given)
  -3.1, -0.7, 0.2, -6, -2, -4, 0, -1.9, -0.4, -5, 3
- CC(C)(C)NC(=O)C(=O)NNC(=O)COc1ccccc1
  -1.9, 0.9, -1.4, 0, -1, -3, 4, -1.6, -0.3, -2, -2
- Cc1ccc(N(CC(=O)NCc2ccc(Cl)cc2)S(C)(=O)=O)cc1
  -0.4, -0.7, -1.3, -5, -3, 2, -1, -1.7, -0.3, -4, 3
- Cc1ccc(CNc2nc(C)cs2)cc1
  7.8, 1.7, 2.7, -6, -1, 0, 4, -0.6, 1.0, 1, -3
- COc1ccc(CN(C(=O)c2nsc(Cl)c2Cl)C(C(=O)NC2CCCC2)c2ccc(OC)cc2)cc1 (stereo not given)
  -2.5, 0.6, -0.2, 2, -1, 5, -1, -0.8, -0.1, -4, 1

High-throughput results (PubChem)
